GSTO1 inh – GSTO1 inhibition, counter-screen for RBBP9 inhibitors | P78417 | hit rate 1.1% among 300,000 | inhibition, % at 5.96 µM | recombinant GSTO1, activity-based probe fluorescence polarization;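 active means inhibition above the campaign mean inhibition plus 3 SD, cut at about 35% in these data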;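 further: 0% = GSTO1-1 with DMSO and 100% = wells lacking GSTO1-1 enzyme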
Target sequence (P78417 whole entry, looked up): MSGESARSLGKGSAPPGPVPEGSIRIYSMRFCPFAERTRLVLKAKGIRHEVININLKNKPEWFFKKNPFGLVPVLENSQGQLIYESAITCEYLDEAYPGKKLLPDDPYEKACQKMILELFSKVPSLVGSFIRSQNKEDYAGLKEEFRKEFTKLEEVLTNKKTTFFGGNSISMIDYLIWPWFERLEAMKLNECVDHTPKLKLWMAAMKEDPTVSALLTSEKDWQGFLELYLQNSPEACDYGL
PAFAH1B3 FP inh – inhibitors of human PAFAH1B3. Q15102. recombinant PAFAH1B3, FP-rhodamine probe, fluorescence polarization. inhibition, % at 3.39 µM. hit rate 0.28% among 340,000. AID 492972;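 active means inhibition above the screen-wide average of all tested compounds plus 3 SD, cut at about 25% in these data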;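 further: 0% = enzyme with DMSO only and 100% = wells lacking PAFAH1B3 protein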
PME-1 inh – blocks human protein phosphatase methylesterase 1; Q9Y570; recombinant PME-1, FP-Rh probe fluorescence polarization; inhibition, % at 5.9 µM; hit rate 0.53% among 320,000;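 active means inhibition above the campaign mean of all compounds plus 3 SD, cut at about 26% in these data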;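 further: competitive labeling of PME-1 active site by serine hydrolase directed probe; 0% = PME-1 with DMSO and 100% = wells lacking PME-1 enzyme; inhibitors block probe labeling so polarization falls and inhibition rises; many of its hits are not listed in these tables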
Target sequence (Q9Y570 whole entry, looked up): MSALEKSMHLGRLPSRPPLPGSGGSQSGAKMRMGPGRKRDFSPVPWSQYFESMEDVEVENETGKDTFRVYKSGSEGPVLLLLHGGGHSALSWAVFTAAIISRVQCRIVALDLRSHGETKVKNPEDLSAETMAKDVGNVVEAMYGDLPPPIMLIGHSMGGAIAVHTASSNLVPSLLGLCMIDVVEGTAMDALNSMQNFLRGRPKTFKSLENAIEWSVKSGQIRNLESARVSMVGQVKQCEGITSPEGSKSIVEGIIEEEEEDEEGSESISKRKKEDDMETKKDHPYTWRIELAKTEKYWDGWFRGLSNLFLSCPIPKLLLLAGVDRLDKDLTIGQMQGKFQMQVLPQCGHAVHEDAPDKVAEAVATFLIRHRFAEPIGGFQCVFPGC
Fam108B inh – blocks mouse Fam108B hydrolase in RBBP9 counter-screen | recombinant Fam108B, FP-Rh probe fluorescence polarization | inhibition, % at 9.51 µM | hit rate 0.33% among 300,000 | AID 1947;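 active means inhibition above the screen mean inhibition plus 3 SD, computed separately per campaign, cut at about 18% in these data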;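 further: inhibitors lower polarization as less probe binds the enzyme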
PAD4 inh – blocks human protein arginine deiminase 4; recombinant PAD4, RCA probe fluorescence polarization; inhibition, % at 6.36 µM; hit rate 0.41% among 330,000;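 active means percent inhibition above a cutoff equal to the mean of all tested compounds plus 3 SD, cut at about 15% in these data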;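 further: 0% = PAD4 with RCA probe and DMSO and 100% = probe without PAD4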
LYPLA1 inh – LYPLA1 (human) inhibition in PME1 counter-screen; O75608; recombinant LYPLA1, FP-Rh probe fluorescence polarization; inhibition, % at 5.9 µM; hit rate 0.16% among 320,000;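 active means inhibition above the mean of all tested compounds plus 3 SD, set per campaign, cut at about 14% in these data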;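 further: inhibitors block serine hydrolase probe labeling of LYPLA1 so polarization falls; 0% = enzyme with DMSO and 100% = wells lacking LYPLA1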
PAFAH1B2 inh – PAFAH1B2 (human) inhibition | recombinant PAFAH1B2, FP-rhodamine activity probe, fluorescence polarization | inhibition, % at 3.39 µM | hit rate 1.2% among 340,000 | AID 492953;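 active means inhibition above the mean of all tested compounds plus 3 SD, cut at about 24% in these data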;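 further: 0% = enzyme with DMSO and 100% = wells lacking PAFAH1B2; many of its hits are not listed in these tables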
PAFAH2 inh – inhibitors of human PAFAH2; AID 492956; inhibition, % at 3.39 µM; Q99487; recombinant PAFAH2, FP-rhodamine activity probe, fluorescence polarization; hit rate 0.99% among 340,000;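 active means inhibition above the mean over all tested compounds plus 3 SD, cut at about 30% in these data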;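 further: inhibitors block probe labeling of enzyme so polarization drops; 0% = enzyme with DMSO and 100% = wells lacking PAFAH2 protein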
pPAFAH FP inh – inhibitors of human plasma PAF acetylhydrolase (pPAFAH). Q13093. recombinant pPAFAH, FP-rhodamine probe fluorescence polarization. inhibition, % at 3.39 µM. hit rate 1.5% among 330,000. AID 463082;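 active means inhibition above the mean inhibition across the screen plus 3 SD, cut at about 25% in these data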;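 further: inhibitors block binding of the rhodamine activity-based probe so polarization drops; 0% = enzyme with DMSO and 100% = wells lacking pPAFAH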
Target sequence (Q13093 whole entry, looked up): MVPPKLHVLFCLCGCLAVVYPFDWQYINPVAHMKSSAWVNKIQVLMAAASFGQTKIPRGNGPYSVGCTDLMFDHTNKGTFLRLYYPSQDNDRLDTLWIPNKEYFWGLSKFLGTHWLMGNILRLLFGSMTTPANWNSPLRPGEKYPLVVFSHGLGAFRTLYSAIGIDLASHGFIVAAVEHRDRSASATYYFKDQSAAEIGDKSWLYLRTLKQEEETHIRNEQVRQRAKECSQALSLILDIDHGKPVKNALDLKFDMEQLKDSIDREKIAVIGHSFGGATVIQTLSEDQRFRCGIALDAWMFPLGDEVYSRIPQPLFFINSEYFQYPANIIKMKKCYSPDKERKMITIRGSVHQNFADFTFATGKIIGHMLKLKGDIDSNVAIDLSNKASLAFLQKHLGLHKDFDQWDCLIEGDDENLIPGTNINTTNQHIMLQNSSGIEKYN
* = called active by the depositor.

What do the screens show for `CCN(C(=O)COC(=O)/C=C/c1c(C)nn(Cc2ccc(C)cc2)c1C)C1CCS(=O)(=O)C1` (centres undefined)?
GSTO1 inh: 3; PAFAH1B3 FP inh: 7; PME-1 inh: -4; Fam108B inh: 2; PAD4 inh: -4; LYPLA1 inh: 3; PAFAH1B2 inh: 2; PAFAH2 inh: 2; pPAFAH FP inh: 0

What do the screens show for `CSc1ccc(CNCC2CCCO2)cc1` (centres undefined)?
GSTO1 inh: 0; PAFAH1B3 FP inh: 12; PME-1 inh: 1; Fam108B inh: 2; PAD4 inh: 0; LYPLA1 inh: 3; PAFAH1B2 inh: 6; PAFAH2 inh: -1; pPAFAH FP inh: 7

How did CCOC(=O)c1c(C)[nH]c(C)c1C(=O)COC(=O)c1sccc1C do in these assays?
PAFAH1B3 FP inh: 2; PME-1 inh: 3; PAD4 inh: -3; LYPLA1 inh: -1; PAFAH1B2 inh: -3; PAFAH2 inh: 2; pPAFAH FP inh: -3

How did Cc1ccccc1N=Nc1ccc(O)c2ncccc12 do in these assays?
GSTO1 inh: -19; PAFAH1B3 FP inh: 9; PME-1 inh: -2; Fam108B inh: 8; PAD4 inh: -1; LYPLA1 inh: 1; PAFAH1B2 inh: 3; PAFAH2 inh: 1; pPAFAH FP inh: 41*

What do the screens show for `Cc1cc(=O)[nH]c(N=N/C(=N/Nc2ccccc2C)c2ccccc2)n1`?
GSTO1 inh: 14; PAFAH1B3 FP inh: 12; PME-1 inh: 2; Fam108B inh: 4; PAD4 inh: -2; LYPLA1 inh: 4; PAFAH1B2 inh: 1; PAFAH2 inh: 1; pPAFAH FP inh: 7

Results for CC(O)[C@H]1CN=C(N)N1CCc1cc(C(F)(F)F)cc(C(F)(F)F)c1 (some centres undefined) ?
GSTO1 inh: -2; PAFAH1B3 FP inh: 3; PME-1 inh: -1; Fam108B inh: 4; PAD4 inh: -3; LYPLA1 inh: 0; PAFAH1B2 inh: -2; PAFAH2 inh: 1; pPAFAH FP inh: 1

How did O=C(C[C@H]1C/C=C\CC[C@H](Cc2ccc(F)cc2)C(=O)O[C@@H](c2ccccc2)CNC1=O)N[C@@H](CO)Cc1ccccc1 do in these assays?
PAFAH1B3 FP inh: 6; PAD4 inh: 1; PAFAH1B2 inh: 25*; PAFAH2 inh: 8; pPAFAH FP inh: 4

Results for CCN(Cc1ccc2c(c1)OCCO2)C(=O)CSc1nc(C)nc2sc(C)c(C)c12 ?
PAFAH1B3 FP inh: 4; PME-1 inh: 2; PAD4 inh: 79*; LYPLA1 inh: -6; PAFAH1B2 inh: 1; PAFAH2 inh: 7; pPAFAH FP inh: 0

How did O=C(COC(=O)CNC(=O)C1CCCCC1)NCc1ccccc1 do in these assays?
PAFAH1B3 FP inh: 8; PME-1 inh: 0; PAD4 inh: 1; LYPLA1 inh: 1; PAFAH1B2 inh: 1; PAFAH2 inh: 6; pPAFAH FP inh: 0

How did Cc1nn(-c2ccccc2)c(Cl)c1/C=N/NS(=O)(=O)c1ccc(Br)cc1 do in these assays?
GSTO1 inh: 15; PAFAH1B3 FP inh: 8; PME-1 inh: -1; Fam108B inh: 1; PAD4 inh: 2; LYPLA1 inh: -6; PAFAH1B2 inh: 8; PAFAH2 inh: 7; pPAFAH FP inh: 2

How did O=C(CN(Cc1ccccc1)C(=O)CNS(=O)(=O)c1ccccc1)NCC1CCCO1 (centres undefined) do in these assays?
GSTO1 inh: 1; PAFAH1B3 FP inh: 6; PME-1 inh: -2; Fam108B inh: -7; PAD4 inh: 3; LYPLA1 inh: 1; PAFAH1B2 inh: 5; PAFAH2 inh: -4; pPAFAH FP inh: -1

Results for CCOc1cccc2sc(N(CCN(CC)CC)C(=O)c3cccc([N+](=O)[O-])c3)nc12 ?
GSTO1 inh: -1; PAFAH1B3 FP inh: 4; PME-1 inh: -5; Fam108B inh: 0; PAD4 inh: -2; LYPLA1 inh: -2; PAFAH1B2 inh: 1; PAFAH2 inh: 1; pPAFAH FP inh: 4

Results for COc1ccc(N2CCN(C3CCN(S(=O)(=O)c4ccc(F)cc4)CC3)CC2)cc1 ?
GSTO1 inh: 4; PAFAH1B3 FP inh: 13; PME-1 inh: 1; Fam108B inh: 2; PAD4 inh: 2; LYPLA1 inh: 0; PAFAH1B2 inh: 2; PAFAH2 inh: 6; pPAFAH FP inh: -1

Results for CCN(CC)c1ccc(/C=C/c2cccc[n+]2C)c(OC)c1 ?
GSTO1 inh: -61; PAFAH1B3 FP inh: -79; PME-1 inh: -130; Fam108B inh: -80; PAD4 inh: -11; LYPLA1 inh: -83; PAFAH1B2 inh: -59; PAFAH2 inh: -100; pPAFAH FP inh: -43

How did CC(=O)NC(CCS(C)(=O)=O)C(=O)Nc1ccc(F)cc1Cl (centres undefined) do in these assays?
GSTO1 inh: 6; PAFAH1B3 FP inh: -5; PME-1 inh: 4; Fam108B inh: 6; PAD4 inh: 0; LYPLA1 inh: 0; PAFAH1B2 inh: -2; PAFAH2 inh: -1; pPAFAH FP inh: 3

How did O=CC1=C(c2ccccc2)Oc2ccccc2O1 do in these assays?
GSTO1 inh: -4; PAFAH1B3 FP inh: 4; PME-1 inh: 4; Fam108B inh: 0; PAD4 inh: 1; LYPLA1 inh: -5; PAFAH1B2 inh: 2; PAFAH2 inh: -2; pPAFAH FP inh: 10

How did CCOC(=O)N1CCC(NC(=O)C2CCCN(S(=O)(=O)c3cccc4nsnc34)C2)CC1 (centres undefined) do in these assays?
GSTO1 inh: 8; PAFAH1B3 FP inh: -6; PME-1 inh: -7; Fam108B inh: 0; PAD4 inh: -1; LYPLA1 inh: -1; PAFAH1B2 inh: 1; PAFAH2 inh: 4; pPAFAH FP inh: 4

What do the screens show for `COc1ccc(C(=O)/C=C/c2ccc(OC3CSC3)cc2)cc1`?
GSTO1 inh: -7; PAFAH1B3 FP inh: 7; PME-1 inh: -11; Fam108B inh: -14; PAD4 inh: -2; LYPLA1 inh: -4; PAFAH1B2 inh: -6; PAFAH2 inh: -8; pPAFAH FP inh: 1

How did COC(=O)c1cc(S(=O)(=O)NCc2cccs2)c[nH]1 do in these assays?
GSTO1 inh: -5; PAFAH1B3 FP inh: 14; PME-1 inh: 2; Fam108B inh: -3; PAD4 inh: 2; LYPLA1 inh: 1; PAFAH1B2 inh: 7; PAFAH2 inh: -14; pPAFAH FP inh: 3

Results for CC(=O)Nc1ccc(S(=O)(=O)Nc2ccccc2C(=O)NCc2cccnc2)cc1 ?
GSTO1 inh: 2; PAFAH1B3 FP inh: 3; PME-1 inh: 6; Fam108B inh: 4; PAD4 inh: 1; LYPLA1 inh: 2; PAFAH1B2 inh: 5; PAFAH2 inh: 8; pPAFAH FP inh: 5

Results for CC(C)C[C@H](NC(=O)N1CCn2c1nc1ccccc12)C(=O)NCCc1ccccc1 ?
GSTO1 inh: -7; PAFAH1B3 FP inh: 7; PME-1 inh: 8; Fam108B inh: -5; PAD4 inh: 2; LYPLA1 inh: -1; PAFAH1B2 inh: 7; PAFAH2 inh: 10; pPAFAH FP inh: 3

Results for CC(C)CC1=NC(C(F)(F)F)(C(F)(F)F)c2c(n(CC(C)C)c(=O)[nH]c2=O)N1 ?
GSTO1 inh: -2; PAFAH1B3 FP inh: 8; PME-1 inh: 1; Fam108B inh: 1; PAD4 inh: 5; LYPLA1 inh: -1; PAFAH1B2 inh: 9; PAFAH2 inh: 0; pPAFAH FP inh: 4

Results for COc1cc(CNS(=O)(=O)CCl)cc(OC)c1OC ?
PAFAH1B3 FP inh: 15; PME-1 inh: -4; PAD4 inh: -2; LYPLA1 inh: -1; PAFAH1B2 inh: -3; PAFAH2 inh: -5; pPAFAH FP inh: -2

Results for COc1ccc(NC(=O)CSCC(=O)N(C)Cc2ccc3c(c2)OCCO3)cc1 ?
PAFAH1B3 FP inh: 6; PME-1 inh: 1; PAD4 inh: 5; LYPLA1 inh: -3; PAFAH1B2 inh: 2; PAFAH2 inh: 15; pPAFAH FP inh: 4

How did Cn1cccc1C(=O)Nc1ccc(Cl)c(S(=O)(=O)N2CCCCC2)c1 do in these assays?
PAFAH1B3 FP inh: 3; PAD4 inh: -6; PAFAH1B2 inh: 0; PAFAH2 inh: 1; pPAFAH FP inh: 7

Results for CC(C)NC(=O)Nc1ccc2c(c1)C(=O)N([C@H](C)CO)C[C@H](C)[C@@H](CN(C)S(=O)(=O)c1cccs1)O2 ?
PAFAH1B3 FP inh: 12; PAD4 inh: 0; PAFAH1B2 inh: 2; PAFAH2 inh: 3; pPAFAH FP inh: 3

Results for Brc1ccc(CSc2nccn2-c2ccccc2)cc1 ?
GSTO1 inh: 3; PAFAH1B3 FP inh: 5; PME-1 inh: 8; Fam108B inh: 3; PAD4 inh: -1; LYPLA1 inh: 2; PAFAH1B2 inh: 24*; PAFAH2 inh: 13; pPAFAH FP inh: 0

What do the screens show for `O=C(CCC(=O)c1cccs1)Nc1nnc(C2CC2)s1`?
GSTO1 inh: -2; PAFAH1B3 FP inh: -6; PME-1 inh: -4; Fam108B inh: 2; PAD4 inh: -3; LYPLA1 inh: 4; PAFAH1B2 inh: -13; PAFAH2 inh: -2; pPAFAH FP inh: 5

Results for O=C(O)c1cc2ncc(CCO)cn2n1 ?
GSTO1 inh: -9; PAFAH1B3 FP inh: 4; PME-1 inh: -6; Fam108B inh: -9; PAD4 inh: -10; LYPLA1 inh: -3; PAFAH1B2 inh: 10; PAFAH2 inh: 0; pPAFAH FP inh: -9

How did COc1ccc(NC(=O)COC(=O)c2ccc(OCc3ccc(Cl)cc3Cl)c(OC)c2)c(OC)c1 do in these assays?
GSTO1 inh: 0; PAFAH1B3 FP inh: 0; PME-1 inh: 0; Fam108B inh: -1; PAD4 inh: 1; LYPLA1 inh: 2; PAFAH1B2 inh: 5; PAFAH2 inh: -7; pPAFAH FP inh: 6

What do the screens show for `O=C(c1ccc2ncsc2c1)N1CCN(c2nc3ccccc3s2)CC1`?
GSTO1 inh: -5; PAFAH1B3 FP inh: 7; PME-1 inh: 5; Fam108B inh: -3; PAD4 inh: 0; LYPLA1 inh: 0; PAFAH1B2 inh: 8; PAFAH2 inh: -2; pPAFAH FP inh: 5

Results for CCC(c1nnc(SCC(=O)Nc2c(F)cccc2F)n1Cc1ccccc1)N(C)C (centres undefined) ?
GSTO1 inh: -2; PAFAH1B3 FP inh: 1; PME-1 inh: 6; Fam108B inh: -1; PAD4 inh: 1; LYPLA1 inh: -3; PAFAH1B2 inh: -2; PAFAH2 inh: -2; pPAFAH FP inh: 0

Results for CN(C(=O)CC1C(=O)NCCN1Cc1ccc(F)cc1)C1CCOCC1 (centres undefined) ?
GSTO1 inh: 0; PAFAH1B3 FP inh: 7; PME-1 inh: 5; Fam108B inh: -3; PAD4 inh: -9; LYPLA1 inh: 0; PAFAH1B2 inh: 3; PAFAH2 inh: -1; pPAFAH FP inh: 3

Results for CC(C)(C)OC(=O)C[C@@H]1C/C=C\C[C@H](CC(=O)N[C@@H](CO)Cc2ccccc2)C(=O)N[C@H](C(C)(C)C)COC1=O ?
PAFAH1B3 FP inh: 9; PAD4 inh: 3; PAFAH1B2 inh: 7; PAFAH2 inh: -2; pPAFAH FP inh: 0

What do the screens show for `COc1cc(OC)cc(-c2cc3nc(C)c(CCC(=O)Nc4nc(C)cs4)c(C)n3n2)c1`?
GSTO1 inh: -1; PAFAH1B3 FP inh: 2; PME-1 inh: 0; Fam108B inh: -9; PAD4 inh: 4; LYPLA1 inh: -3; PAFAH1B2 inh: -1; PAFAH2 inh: 3; pPAFAH FP inh: 0

Screens as filed in PubChem.

These rows are one share of the data (hit frequency here may not be typical).
